Bioassay records from PubChem.
MITF primary – human MITF inhibition, primary screen | O75030 | AlphaScreen MITF homodimerization, bead proximity signal | 650,000 tested, 0.91% active | inhibition, % at 2.6 µM; in the data active means inhibition above about 50%;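 further: 0% = vehicle wells with protein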
Target sequence (O75030 whole entry, looked up): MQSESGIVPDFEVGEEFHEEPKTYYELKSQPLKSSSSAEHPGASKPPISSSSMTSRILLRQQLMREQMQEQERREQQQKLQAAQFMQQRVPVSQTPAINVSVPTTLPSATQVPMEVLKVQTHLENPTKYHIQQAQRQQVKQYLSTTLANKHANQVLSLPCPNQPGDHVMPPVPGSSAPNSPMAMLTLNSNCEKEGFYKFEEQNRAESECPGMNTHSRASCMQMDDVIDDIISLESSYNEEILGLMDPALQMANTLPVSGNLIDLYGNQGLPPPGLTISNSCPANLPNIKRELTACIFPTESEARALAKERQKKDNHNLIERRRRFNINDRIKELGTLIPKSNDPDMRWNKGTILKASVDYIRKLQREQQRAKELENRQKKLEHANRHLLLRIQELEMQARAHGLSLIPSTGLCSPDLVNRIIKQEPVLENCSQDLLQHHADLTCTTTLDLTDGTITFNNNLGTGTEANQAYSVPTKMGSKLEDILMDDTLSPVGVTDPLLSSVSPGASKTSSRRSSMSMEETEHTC
TEAD-YAP inh – TEAD-YAP interaction inhibition | inhibition, % at 9.12 µM | HEK-TIYL cells, TEAD-Gal4/YAP UAS-luciferase luminescence | 640,000 tested, 1.4% active; in the data active means inhibition above about 32%;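 further: 0% = median of test compound wells and 100% = reference inhibitor wells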
FBW7 act – human FBW7 E3 ligase activation, primary screen | Q969H0 | normalized activity (activation), % at 26.1 µM | 650,000 tested, 0.13% active | AlphaScreen FBW7–phospho-cyclin E peptide binding, activator screen; in the data active means normalized activity above about 1.9%;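 further: purified mutant Fbw7 with reduced substrate affinity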
GPR151 ag – human GPR151 activation; 650,000 tested, 1% active; Q8TDV0; activation, % at 11.2 µM; PathHunter beta-arrestin GPR151 cells, luminescence; AID 1508602; in the data active means activation above about 4.9%;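 further: 0% = median of compound wells and 100% = cells with positive control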
Target sequence (Q8TDV0 whole entry, looked up): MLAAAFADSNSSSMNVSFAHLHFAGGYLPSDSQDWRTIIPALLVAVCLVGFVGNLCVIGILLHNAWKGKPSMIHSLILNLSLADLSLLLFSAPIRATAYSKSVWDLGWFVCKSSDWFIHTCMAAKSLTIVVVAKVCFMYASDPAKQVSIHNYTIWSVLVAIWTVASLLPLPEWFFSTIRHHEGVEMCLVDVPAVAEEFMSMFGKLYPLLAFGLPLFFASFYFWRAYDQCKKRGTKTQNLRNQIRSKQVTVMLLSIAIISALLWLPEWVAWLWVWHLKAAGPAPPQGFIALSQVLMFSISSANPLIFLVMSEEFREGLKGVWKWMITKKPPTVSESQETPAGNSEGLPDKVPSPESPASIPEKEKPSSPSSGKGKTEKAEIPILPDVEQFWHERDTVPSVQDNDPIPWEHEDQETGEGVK
Active calls of the source: *; & = joins results of further samples.

SMILES	MITF primary	TEAD-YAP inh	FBW7 act	GPR151 ag
CCOC(=O)C1=C(c2ccccc2)NC(=O)NC1c1cc(Cl)c(OC)c(OC)c1 (stereo not given)	8	6	0.1	-1.1
COc1cc(C)nc(N(C)S(=O)(=O)c2ccccc2)n1	13	4	0.1	3.4
CN(CCc1ccccc1)c1nccc(Nc2ccncn2)n1	18	-28	0.4	-1.6
Cc1ccccc1C(=O)NC(=S)N1CC(C)OC(C)C1 (stereo not given)	-4	10	0.1	1.9
O=C(OCC(CO)OC(CO)n1ccc(=O)[nH]c1=O)c1ccccc1 (stereo not given)	-11	-8	0.0	1.2
CCOC(=O)Nc1ccc2c(CN3CCN(CC)CC3)cc(=O)oc2c1	10	1	0.3	0.5
Fc1cccc(CN2CCN(C3CCCCCC3)CC2)c1	66*	-2	0.0	0.3
CCc1c(C)sc(NC(=O)c2cccs2)c1C#N	7	-34	0.0	-0.7
CCOc1cc2c(cc1OCC)C(c1cc(OC)ccc1OC)NCC2 (stereo not given)	8	6	0.0	1.2
O=C(CCC1CCCCC1)N1CCC2(CC1)CC2C(=O)N1CCN(c2ccccn2)CC1 (stereo not given)	-10	0	0.1	-0.3
COc1cccc(NS(=O)(=O)c2cc(C(=O)N3CCN(C)CC3)ccc2NCc2ccccc2Cl)c1	-7	6	0.0	-0.9
Nc1nnc(SCCCC(=O)c2ccccc2)s1	12	-7	0.1	-0.7
Nc1ccc(NC(=O)c2ccc(Oc3ccc(C(=O)Nc4ccc(N)cc4N)cc3)cc2)c(N)c1	-1	3	0.0	-0.1
CC1CC(=O)Nc2ccccc2N1C(N)=O (stereo not given)	3	4	0.1	2.5
CC1CC2(C)CC(C)C1(CO)CO2 (stereo not given)	13	5	0.1	2.8
COc1ccc(CCN(C(=O)/C=C/C(=O)O)C2CC(=O)N(c3ccc(Br)cc3)C2=O)cc1 (stereo not given)	6	16	0.2	-0.1
CCCCc1ccc(NS(=O)(=O)c2cc3c4c(c2)CC(=O)N4CCC3)cc1	12	9	-0.1	1.8
CC1=NNC(=O)/C1=C/c1ccc(-c2ccc(Cl)cc2)o1	4	14	0.0	0.4
CCOc1cc(C2C(C#N)=C(N)OC3=C2C(=O)CC(C)(C)C3)ccc1OC (stereo not given)	-4	-2	-0.2	-0.4
COC(=O)c1ccccc1NC(=O)C1c2ccccc2C(=O)N(C2CCCCC2)C1c1ccc(OC)cc1 (stereo not given)	22	-1	0.3	0.6

Compound profiles (already shown). Values in the order: MITF primary | TEAD-YAP inh | FBW7 act | GPR151 ag
Results for CCc1c(C)sc(NC(=O)c2cccs2)c1C#N → 7 | -34 | 0.0 | -0.7
Results for Nc1nnc(SCCCC(=O)c2ccccc2)s1 → 12 | -7 | 0.1 | -0.7
Results for CC1CC2(C)CC(C)C1(CO)CO2 (stereo not given) → 13 | 5 | 0.1 | 2.8
Results for O=C(OCC(CO)OC(CO)n1ccc(=O)[nH]c1=O)c1ccccc1 (stereo not given) → -11 | -8 | 0.0 | 1.2
Results for CCOc1cc(C2C(C#N)=C(N)OC3=C2C(=O)CC(C)(C)C3)ccc1OC (stereo not given) → -4 | -2 | -0.2 | -0.4

Look-ups from the entries so far:
GPR151 ag with CC1CC(=O)Nc2ccccc2N1C(N)=O (stereo not given) reads 2.5
TEAD-YAP inh with CCCCc1ccc(NS(=O)(=O)c2cc3c4c(c2)CC(=O)N4CCC3)cc1 reads 9
TEAD-YAP inh with CCOC(=O)C1=C(c2ccccc2)NC(=O)NC1c1cc(Cl)c(OC)c(OC)c1 (stereo not given) reads 6

Continued.
SMILES	MITF primary	TEAD-YAP inh	FBW7 act	GPR151 ag
CC1CCN(c2nc3c(c(=O)[nH]2)CCN(Cc2nccn2C)C3)CC1	17	2	1.6	2.0
CCN(CC)C(=O)c1sc(NC(=O)c2ccc(OC)c([N+](=O)[O-])c2)c(C#N)c1C	5	-3	-0.2	-0.5
CC(C)N1CC=C2C(C#N)=C(N)C(C#N)(C#N)C(c3ccc(OCC(N)=O)cc3)C2C1 (stereo not given)	10	5	0.0	0.8
Cc1nc(C)c(C(=O)Nc2ccc(Br)cc2C)o1	13	-2	0.3	-0.2
Cc1cc2c(Nc3cnc4ccccc4c3)ncnc2s1	3	-52	-0.1	1.8
O=C(CCC1CCCC1)Nc1ccc(F)cc1F	3	-41	0.1	4.9
CCOc1ccc(-c2c(NCCOC)oc3c2c(=O)oc2ccccc23)cc1	-3	-2	0.0	2.9
CC(C)n1cnc2c(Nc3ccccc3)nc(Nc3cccnc3)nc21	6	3	0.1	2.5
CCc1ccc2oc(-c3ccc(C)c(NC(=O)Cc4ccccc4)c3)nc2c1	12	-50	0.2	-0.4
CCOC(=O)C1CCCN(S(=O)(=O)c2ccc3c(c2)NC(=O)C(C)C(=O)N3)C1 (stereo not given)	14	-1	0.3	-1.9
Cc1ccc(NC(=O)CSc2nnc(-c3cccnc3)n2C)c(C)c1	11	5	0.0	-1.6
CC(C)(C)n1ncc2c(=O)n(CC(=O)N3CCCC3)cnc21	-10	-4	0.0	0.0
CC1CCC(=NNc2nc3ccccc3[nH]2)CC1 (stereo not given)	42	-20	0.2	1.1
COC(=O)c1ccc(=O)c2nc3/c(=C/O)c(O)cc(=O)c3[nH]c12	77*	-6	0.2	0.4
Cc1cc(C)n(-c2ccc3cccc(N)c3n2)n1	17	-28	0.1	-1.7
O=C(COc1ccc([N+](=O)[O-])cc1)N/N=C/c1ccccc1Cl	3	8	0.1	1.4
Cc1ccccc1N1C(=O)c2ccc(C(=O)Nc3cccc([N+](=O)[O-])c3)cc2C1=O	5	-6	0.1	0.0
COc1ccc(CC(=O)Nc2ccc(Cc3ccncc3)cc2)cc1	-12	1	-0.1	2.5
O=[N+]([O-])c1ccc(Oc2ccc(Cl)cc2)cc1	-5	6	-0.2	2.0
CC(C)c1nnc(SCC(=O)NC(C)(C)C)n1C	3	-2	0.2	-0.8
CCc1cc(=O)oc2c(C)c(OCC(=O)OC(C)C)ccc12	7	9	0.8	-1.6
COc1cc(NC(=S)N2CCOCC2)cc(OC)c1	-13	-3	-0.1	-1.3
O=C1CCCc2nn(-c3ccccc3)c(-c3ccncc3)c21	-4	10	0.0	-0.2
CCCCNC(=O)Cn1nnc(-c2ccc(F)cc2)n1	1	2	-0.1	1.5
Cc1ccc(NS(=O)(=O)c2ccc(NC(=O)c3ccccc3Cl)cc2)cc1	1	13	0.0	1.4
Fc1cnc(N/N=C/c2ccc(Cl)cc2Cl)nc1N1CCOCC1	-13	-29	-0.9	-1.5
COc1cccc(NC(=O)C2CC(=O)N(c3ccc(Cl)cc3)C2)c1 (stereo not given)	0	-4	-0.1	-0.3
COc1ccc(Cl)cc1NC(=O)c1cc(CC(C)C)on1	-7	-12	-0.1	-0.9
CCOC(=O)N/N=C/c1cccc(Cl)c1	-4	-33	-0.1	0.1
Cc1nc(N2CCN(c3ccccn3)CC2)c2c(C)c(C(=O)NCc3ccc(F)cc3)sc2n1	2	10	-0.1	0.4
CCOc1ccc(-c2nc(CSCC(=O)NCCCN3CCCC3=O)c(C)o2)cc1	10	6	0.0	0.3
Cc1ccc2c(c1)C(O)(c1c(C)nn(CCO)c1N)C(=O)N2 (stereo not given)	-4	-3	0.1	-0.1
CSc1ccc(S(=O)(=O)N2CCN(C/C=C/c3ccccc3)CC2)cc1	-4	-5	-0.1	-0.8
Cc1nc(NCCc2ccccc2Cl)c2c(C)c(C)sc2n1	-2	-2	0.5	-0.8
Nc1c(N2CCCC2)cc(O)c2c1C(=O)c1ccccc1C2=O	77*	-55	-0.4	-1.6
COc1ccc(NC(=O)c2c(F)cccc2F)c([N+](=O)[O-])c1	10	-32	-0.2	-1.2
NC(=O)c1ccc(N2CCCCC2)c(NC(=O)Cc2ccccc2)c1	-5	-9	-0.1	-0.6
O=c1c2ncccc2n(Cc2ccccc2Cl)c(=O)n1Cc1ccc2c(c1)OCO2	3	-3	-0.1	1.2
O=C(Nc1ccccc1C(=O)Nc1ccc(F)cc1)c1cccc(S(=O)(=O)N2CCCCCC2)c1	14	-4	0.2	-0.4
Cc1ccc(N2C(=O)OC(C)(C)C2(C)O)cc1 (stereo not given)	3	18	0.4	-1.4
COc1ccccc1-c1coc2cc(OC(=O)C(C)(C)C)ccc2c1=O	17	8	0.4	6.9*
CCc1ccc(/C=C2\C(=N)N3N=C(S(=O)(=O)CC)SC3=NC2=O)cc1	-2	2	0.0	0.4
O=C1N[C@@H](Cc2cnc[nH]2)C(=O)N2CCN(CCCc3ccccc3)C[C@H]12	-8	-25	-0.1	-2.4
COc1ccc(/C=N/NC(=O)c2ccc(N)cc2)cc1OCc1ccccc1	5	0	0.1	-1.6
COc1ccc(CCN2C(=S)N(c3ccc(F)cc3)C(=O)C2CC(=O)Nc2ccc(OC)cc2)cc1 (stereo not given)	-17&9	3&-7	0.0&-0.2	0.6&0.0
O=C(NCc1ccncc1)Nc1cccc2ccccc12	25	-8	0.6	-1.8
CCC(=O)Nc1ccc(N2CCCS2(=O)=O)cc1	0	1	-0.1	-0.4
COc1ccc(OC)c(NC(=O)c2cc3ccccc3cc2OC)c1	-6	1	0.0	-0.3
COC(=O)CSCC(=O)N1N=C(c2ccc(Br)cc2)CC1c1ccc(OC)cc1 (stereo not given)	1	4	0.0	-0.7
Cc1ccc(NS(=O)(=O)c2c(N)n(C)c(=O)n(C)c2=O)cc1Cl	-13	17	0.3	1.7
Nc1nnc(Sc2nnnn2-c2ccccc2)s1	17	-11	1.2	0.0
OCc1ccccc1-c1cnc2c(NCCc3cccnc3)nccn12	0	-39	0.3	-1.1
Cc1ccc(-c2csc(NC(=O)Cc3ccccc3)n2)cc1C	7	-17	-0.1	0.8
COC(=O)c1cc(NC2c3ccccc3C(=O)N2Cc2ccco2)cc(C(=O)OC)c1 (stereo not given)	3	-8	-0.4	1.6
COc1cc(NC(=O)c2cccc(Br)c2)nc(OC)n1	7	-39	0.0	-0.7
CCc1ccccc1NC(=O)c1c(NC(=O)Cc2ccccc2)sc2c1CCC2	-3	-7	0.1	0.7
O=C(NCCc1ccccc1)C1CCN(C2CCN(C(=O)CC3=CCCCC3)CC2)CC1	6	1	0.1	-0.4
CCCNc1ncnc2c1nc(N1CCN(Cc3ccc4c(c3)OCO4)CC1)n2C(C)C	4	-1	-0.2	2.2
O=[N+]([O-])c1cccc(-c2nc(NCc3cccnc3)c3ccccc3n2)c1	-15	5	0.0	-0.7
CCOc1ccc(-c2ccc(/C=C3\C(=N)N4N=CSC4=NC3=O)o2)c([N+](=O)[O-])c1	-3	-14	0.1	-0.2
Next part:
SMILES	MITF primary	TEAD-YAP inh	FBW7 act	GPR151 ag
COc1ccccc1C1CCCN1C(=O)C1CC(CCc2ccccc2)=NO1 (stereo not given)	3	-49	-0.1	0.1
CSc1nnc2c(n1)OC(C)(C)Nc1ccc(Br)cc1-2	-5	-5	0.0	-0.6
CCn1c(O)c(C=Nc2ccc(OC)cc2)c(=O)n(CC)c1=S	8	1	0.0	-0.1
CC(C)n1cnc2c(Nc3ccccc3)nc(-c3csc4ccccc34)nc21	15	-1	0.0	-0.1
CCn1nc(C)c(CN2CCN(Cc3ccccc3)C(CCO)C2)c1C (stereo not given)	9	1	0.1	1.6
C=CCC(O)(CC=C)C(CCSC)NC(=S)NC(=O)c1cccc([N+](=O)[O-])c1 (stereo not given)	15	8	-0.1	-0.5
CCN(CC)c1ccc(/C=N/NC(=O)c2ccccc2[N+](=O)[O-])c(O)c1	-8	3	-0.3	-0.4
c1ccc2c(N3CCCCCC3)nc(CN3CCCC3c3nccs3)nc2c1 (stereo not given)	-1	-2	-0.1	5.0*
CCCCCOc1ccc2c(=O)c(-c3ccc(Cl)cc3)c(C(F)(F)F)oc2c1	4	4	0.1	-0.9
COc1ccc(-c2ncncc2-c2csc(C)n2)c(O)c1OC	-4	8	-0.2	-1.7
CCc1cccc(NC(=O)c2nccnc2CO)c1	-13	-17	0.0	0.6
CC(C)c1ccccc1NC(=O)c1cccc(Cl)c1	-5	-1	-0.2	-0.4
COc1cc(CNc2ccccc2)cc(OC)c1OC	1	-10	-0.2	0.7
O=C(CN1CCN(c2ccccc2)CC1)Nc1ccccc1F	12	6	0.0	0.0
O=C(Nc1ccc(Cl)c(Cl)c1)c1ccc(F)c(S(=O)(=O)N2CCN(c3ccccc3Cl)CC2)c1	4	6	0.2	-1.0
COc1ccc(Cl)cc1Nc1c(-c2ccccc2)c(=O)c1=O	1	-1	0.0	-0.7

Some of the entries above, set out differently:
C=CCC(O)(CC=C)C(CCSC)NC(=S)NC(=O)c1cccc([N+](=O)[O-])c1 (stereo not given)
- MITF primary = 15
- TEAD-YAP inh = 8
- FBW7 act = -0.1
- GPR151 ag = -0.5

CCN(CC)c1ccc(/C=N/NC(=O)c2ccccc2[N+](=O)[O-])c(O)c1
- MITF primary = -8
- TEAD-YAP inh = 3
- FBW7 act = -0.3
- GPR151 ag = -0.4
